Bioassay records: PubChem BioAssay, National Center for Advancing Translational Sciences (NCATS)
rTrxR1 inhibitor: inhibitors of rat thioredoxin reductase 1; Potency, µM (doses to about 114 µM), inactives show at the highest dose activity change, negative = inhibition, hits mostly inhibitors; recombinant rTrxR1, NADPH fluorescence consumption, selenite substrate; O89049; 1% of 390,000 active; note: % is set by controls: 0 for no effect and ±100 for the full control effect; nearly all actives have a fitted effect of over 65% in size
Target sequence (O89049 whole entry, looked up): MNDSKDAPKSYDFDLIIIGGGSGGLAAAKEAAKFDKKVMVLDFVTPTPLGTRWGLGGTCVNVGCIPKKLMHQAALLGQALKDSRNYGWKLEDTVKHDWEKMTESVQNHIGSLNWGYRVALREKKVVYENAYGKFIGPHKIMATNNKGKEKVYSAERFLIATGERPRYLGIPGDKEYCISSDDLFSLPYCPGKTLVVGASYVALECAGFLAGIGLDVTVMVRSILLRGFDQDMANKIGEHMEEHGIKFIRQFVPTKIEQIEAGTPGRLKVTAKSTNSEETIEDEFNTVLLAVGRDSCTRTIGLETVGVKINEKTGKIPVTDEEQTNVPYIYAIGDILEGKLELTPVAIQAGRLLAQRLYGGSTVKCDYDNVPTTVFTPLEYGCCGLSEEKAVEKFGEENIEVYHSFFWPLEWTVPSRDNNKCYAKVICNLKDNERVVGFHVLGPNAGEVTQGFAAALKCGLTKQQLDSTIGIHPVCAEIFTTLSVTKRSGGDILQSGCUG
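Rat TrxR1 (90 nM in the dispensed reagent) was pre-reduced with 400 uM NADPH for 5 min at room temperature, then incubated with compound for 15 min. After 400 uM selenite was added, NADPH fluorescence (Ex 340/Em 450 nm) was followed for 8 min.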
RXFP1 ag: agonists of human relaxin receptor RXFP1; AID 2676; HEK293T-RXFP1 cAMP TR-FRET, 30 min; response scale: percent of porcine relaxin response, buffer zero; 0.3% of 370,000 active; Potency, µM (series often up to 57.5 µM), for the others: at the highest dose activation, most hits filed as activators; Q9HBX9; note: % is set by controls: 0 for no effect and ±100 for the full control effect; nearly all actives have a fitted effect of over 60% in size; many of its hits are not listed in these tables
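HEK293 cells stably expressing RXFP1, treated 30 min at 37C with compounds plus PDE4 inhibitor Ro 20174; cAMP measured by HTRF TR-FRET. Normalized to buffer and 29 nM porcine relaxin; EC50 by Hill fit.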
USP1 inh: USP1/UAF1 (human) deubiquitinase inhibition. O94782. recombinant USP1/UAF1, Ub-Rhodamine cleavage fluorescence. Potency, µM (titrated, usually from 57.1 µM), for inactives: top-dose activity change, negative = inhibition, usual class: inhibitors. 0.23% of 390,000 active. AID 743255; note: % is set by controls: 0 for no effect and ±100 for the full control effect; nearly all actives have a fitted effect of over 60% in size; inactives centre near -12
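USP1/UAF1 complex at 1 nM was preincubated with compound for 15 min at room temperature, then Ub-Rho substrate (150nM final) was added. Fluorescence (480/540 nm) was read kinetically, 6 reads every 60 seconds.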
mIDH1 inhibitor: blocks human mutant IDH1 R132H enzyme | O75874 | 0.093% of 390,000 active | Potency, µM (titrated, usually from 76.6 µM), inactives show at the top dose activity change, negative = inhibition, usual class: inhibitors | IDH1-R132H enzyme, NADPH consumption, diaphorase/resazurin fluorescence | AID 602179; note: % is set by controls: 0 for no effect and ±100 for the full control effect; nearly all actives have a fitted effect of over 65% in size
Target sequence (O75874 whole entry R132H, stated change not applied): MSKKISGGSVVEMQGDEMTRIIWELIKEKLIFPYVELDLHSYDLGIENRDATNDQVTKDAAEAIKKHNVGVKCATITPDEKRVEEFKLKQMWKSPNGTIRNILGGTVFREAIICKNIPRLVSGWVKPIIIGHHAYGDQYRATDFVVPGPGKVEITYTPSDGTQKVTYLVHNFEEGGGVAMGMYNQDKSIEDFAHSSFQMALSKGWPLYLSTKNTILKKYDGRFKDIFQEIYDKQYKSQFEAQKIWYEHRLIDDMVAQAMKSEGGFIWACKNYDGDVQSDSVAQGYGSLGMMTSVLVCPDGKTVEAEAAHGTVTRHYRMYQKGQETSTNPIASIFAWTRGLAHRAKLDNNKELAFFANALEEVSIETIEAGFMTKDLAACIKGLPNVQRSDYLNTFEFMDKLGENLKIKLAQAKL
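IDH1-R132H (0.5 ug/mL) preincubated 30 min with compound, then NADPH (0.016 mM) and alpha-KG (2 mM) added; 80 min at RT, pH 7.5. Remaining NADPH coupled via diaphorase/resazurin to fluorescence (540/590 nm); concentration-response curves normalized to no-enzyme control.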
RGS4 inhibitor: inhibitors of human regulator of G protein signaling 4. P49798. Transcreener GDP fluorescence polarization, RGS4-accelerated GTP hydrolysis. Potency, µM (doses to about 114 µM), for the others: at the highest dose activity change, negative = inhibition, most hits filed as inhibitors. 0.039% of 390,000 active. AID 504845; note: % is set by controls: 0 for no effect and ±100 for the full control effect; nearly all actives have a fitted effect of over 75% in size; some results filed as inactive show a strong effect at the top dose
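MLSMR compounds (23 nl, pin-transferred) preincubated 10 min at room temperature with a 500nM (2x) first reagent, then RGS4 at 900nM (2x) plus Transcreener GDP mix added; fluorescence polarization (620/688 nm) read before and after 90 min at 30 °C.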
Vif-A3F inh: blocks the Vif interaction with APOBEC3F | HeLa A3F-eYFP + Vif (tagged APOBEC3F with the HIV-1 protein that degrades it), YFP fluorescence increase | Potency, µM (titrated, usually from 46.1 µM), without a hit: at the top dose activity, negative = active | 0.2% of 390,000 active | AID 602313; note: % of control where 0% means no effect; nearly all actives have a fitted effect of over 65% in size
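HeLa cells stably expressing A3F-eYFP plus Vif, plated and incubated overnight at 37 deg C, then exposed to compounds overnight at 37 deg C. Blocked degradation read as raised yellow fluorescence (Ex 488/Em 500-530).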
12-LOX inh: ALOX12 (human) lipoxygenase inhibition; purified 12hLO, xylenol orange hydroperoxide absorbance; Potency, µM (top dose mostly 108 µM), inactives show at the highest dose activity change, negative = inhibition, most hits filed as inhibitors; 1.1% of 580,000 active; P18054; note: % is set by controls: 0 for no effect and ±100 for the full control effect
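Hydroperoxide product was detected by ferrous iron/xylenol orange as the 573 to 405 nm absorbance ratio. Arachidonic acid at 40 uM (final) was turned over for 30 min at room temperature by 150 nM human 12hLO, pH 7.0 Hepes buffer, after 15 min compound preincubation.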
Vif-APOBEC3G blk: blocks the Vif interaction with human APOBEC3G; Q9HC16; HeLa A3G-eYFP + Vif (tagged APOBEC3G with the HIV-1 protein that degrades it), YFP fluorescence, overnight; Potency, µM (series often up to 46.1 µM), for inactives: top-dose activity, negative = active, hits mostly inhibitors; 0.076% of 410,000 active;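 note: % is set by controls: 0 for no effect and ±100 for the full control effect; nearly all actives have a fitted effect of over 60% in size; hits raise eYFP signal because A3G escapes Vif-driven loss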
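Read-out is eYFP fluorescence (Ex 488/Em 500-530) from Vif-expressing HeLa A3G-eYFP cells; more signal means A3G escaped Vif-mediated degradation. Cells plated overnight, compound pinned in, incubated overnight at 37 deg C.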
TrxR1 substrate: rat thioredoxin reductase 1 substrate activity | Potency, µM (top dose mostly 114 µM), inactives show at the top dose activity change, negative = substrate turnover | purified TrxR1 substrate turnover, NADPH consumption readout | 0.01% of 390,000 active | AID 588456; note: % is set by controls: 0 for no effect and ±100 for the full control effect; nearly all actives have a fitted effect of over 50% in size
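Rat TrxR1, dispensed at 90 nM, was prereduced with 400 uM NADPH (final) for 5 min at ~22 deg C, then incubated with compound 15 min before 400 uM selenite. A first-read NADPH fluorescence drop versus no-compound background flagged substrates.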
* hit, by the source's call; ? = inconclusive; . = not tested or not shown; [ ] = another dose, or the depositor's remark. Calls come from the whole dose curve; as a rule, active = well fitted curve in the direction sought with a large enough effect; inconclusive = small, poorly fitted or top-dose-only effect, or another doubt; inactive = no such curve, though single readings can be large; an effect the other way counts as inactive or inconclusive. Potency is the fitted concentration of half-maximal effect.

SMILES	rTrxR1 inhibitor	RXFP1 ag	USP1 inh	mIDH1 inhibitor	RGS4 inhibitor	Vif-A3F inh	12-LOX inh	Vif-APOBEC3G blk	TrxR1 substrate
COc1ccccc1CNC(=O)C(=O)NCCC1CCCCN1S(=O)(=O)c1ccccc1 (stereo not given)	-2.8%	0.4%	1.4%	0.4%	-1.8%	1.7%	?	1.4%	-5.9%
COc1ccc(-c2noc(CCC(=O)N3CCN(c4ccccc4F)CC3)n2)cc1	21.0%	.	?	10.3%	-3.1%	2.1%	11.9%	1.1%	2.7%
Nc1c([N+](=O)[O-])c(=O)sc2ccccc12	7.0%	1.6%	-21.9%	1.7%	-3.3%	3.0%	-12.9%	-9.0%	-0.8%
CC(c1nc2ccccc2c(=O)[nH]1)N1CCN(C)CC1 (stereo not given)	-19.1%	0.4%	-3.9%	0.1%	-47.2%	-6.6%	0.0%	3.0%	-4.7%
COc1ccc(/C=C/C(=O)OCC(=O)NC2CCCC2)c(OC)c1	19.6%	-1.5%	-20.0%	-18.9%	10.3%	-7.1%	18.6%	1.5%	0.4%
Cc1ccc2oc(-c3ccc(NC(=O)c4cccc(F)c4)c(C)c3)nc2c1	19.4%	23.2%	-18.8%	.	2.3%	.	-9.7%	.	11.3%
Cc1ccc(C(=O)C[n+]2ccccc2)cc1	5.4%	2.4%	-19.5%	1.1%	-6.3%	-20.2%	?	-2.3%	18.2%
O=C(CSc1nnc(CNC(=O)c2ccccc2)o1)NCc1ccc2c(c1)OCO2	-5.9%	0.4%	-9.2%	2.4%	-8.8%	0.8%	0.0%	1.6%	-3.0%
Cc1cc(C(F)(F)F)c(C#N)c(SCC(=O)Nc2nc3cc(Br)ccc3s2)n1	10.1%[57.1 µM]	-1.3%	?	-1.3%	-8.6%	?	?	?	-3.7%[57.1 µM]
COc1ccc(NC(=O)Cn2cc(C(=O)c3ccccc3OC)c(=O)c3ccc(C)nc32)cc1OC	-6.6%[57.1 µM]	-1.4%	-19.9%	-14.8%	3.0%	-1.4%	-12.3%	0.2%	-4.2%[57.1 µM]
CCCCN(C)CCCNC(=O)CCn1nc(-c2ccccc2)ccc1=O	-12.8%	0.7%	-13.1%	1.4%	-1.3%	8.8%	-0.4%	2.1%	-2.1%
O=C(Cn1nc(C(=O)O)c2ccccc2c1=O)Nc1cc(Cl)ccc1-n1cncn1	15.5%	1.4%	-17.0%	6.9%	-9.4%	-2.0%	201.4%[activator]	5.7%	2.1%
CCCCNC(=O)C1CCCN(S(=O)(=O)c2ccc(-n3cnnn3)cc2)C1 (stereo not given)	11.3%	2.2%	0.0%	7.3%	35.5%	-7.9%	?	0.8%	6.3%
CCn1c(SCC(N)=O)nnc1-c1ccc2[nH]c(C)c(C)c2c1	3.5%	-0.3%	-19.4%	-3.8%	3.6%	-1.5%	2.2%	-8.6%	2.5%
CCOC(=O)C1(CCOc2ccccc2)CCN(Cc2cccc(OC)c2)CC1	10.8%	.	-12.4%	-5.2%	14.5%	1.2%	0.7%	3.9%	-4.9%
CC(C)CC(=O)Nc1nnc(SCC(=O)Nc2ccc(F)cc2)s1	10.1%	0.7%	-11.4%	-9.6%	1.1%	10.1%	-1.6%	4.9%	-1.9%
O=C(NC(=S)Nc1cc(C(F)(F)F)ccc1N1CCOCC1)c1ccc(-c2cccc(Cl)c2)o1	-0.2%	-0.1%	-10.0%	4.0%	?	2.6%	?	-0.2%	3.1%
COc1ccc(Cc2nnc(NC(=O)c3ccccc3Cl)s2)cc1OC	9.8%	1.6%	-22.0%	1.9%	-7.7%	-1.8%	0.0%	-4.8%	2.7%
O=C(C1=COCCO1)N1CCN(c2nc3ccc([N+](=O)[O-])cc3s2)CC1	-12.9%	0.4%	-19.6%	5.0%	-8.5%	2.4%	-10.7%	-1.7%	-11.4%
COc1ccc(C(=O)Nc2ccc(S(=O)(=O)NC(C)=O)cc2)cc1[N+](=O)[O-]	41.8%[activator][57.1 µM]	2.5%	-21.1%	10.0%	-37.3%	-5.3%	-26.1%	-0.6%	-13.4%[57.1 µM]

Entries of single compounds, quoted from the list. Order of screens: rTrxR1 inhibitor | RXFP1 ag | USP1 inh | mIDH1 inhibitor | RGS4 inhibitor | Vif-A3F inh | 12-LOX inh | Vif-APOBEC3G blk | TrxR1 substrate
`COc1ccccc1CNC(=O)C(=O)NCCC1CCCCN1S(=O)(=O)c1ccccc1` (stereo not given) across the screens: -2.8% | 0.4% | 1.4% | 0.4% | -1.8% | 1.7% | ? | 1.4% | -5.9%
`O=C(NC(=S)Nc1cc(C(F)(F)F)ccc1N1CCOCC1)c1ccc(-c2cccc(Cl)c2)o1` across the screens: -0.2% | -0.1% | -10.0% | 4.0% | ? | 2.6% | ? | -0.2% | 3.1%
`Cc1ccc(C(=O)C[n+]2ccccc2)cc1` across the screens: 5.4% | 2.4% | -19.5% | 1.1% | -6.3% | -20.2% | ? | -2.3% | 18.2%
`Cc1ccc2oc(-c3ccc(NC(=O)c4cccc(F)c4)c(C)c3)nc2c1` across the screens: 19.4% | 23.2% | -18.8% | . | 2.3% | . | -9.7% | . | 11.3%

(list continues)
SMILES	rTrxR1 inhibitor	RXFP1 ag	USP1 inh	mIDH1 inhibitor	RGS4 inhibitor	Vif-A3F inh	12-LOX inh	Vif-APOBEC3G blk	TrxR1 substrate
Cc1nc(CN(C)C(=O)c2cc(COc3c(F)cccc3F)on2)cs1	19.0%[57.1 µM]	1.0%	-3.8%	7.3%	-14.3%	3.1%	-5.9%	0.7%	2.7%[57.1 µM]
CCOP(=O)(/C(C#N)=C(/O)c1ccccc1)c1ccccc1 (stereo not given)	-6.9%[57.1 µM]	-3.1%	-14.7%	-0.3%	-5.0%	3.1%	25.2%	-3.5%	6.2%
COC(=O)C(c1ccccc1)C(CC(=O)c1ccccc1)c1ccccc1 (stereo not given)	.	.	-11.9%	3.4%	.	1.2%	?	-2.3%	.
CN(C)c1ccc(CN(CC2CCCO2)C(=O)c2ccc(Br)cc2)cc1 (stereo not given)	26.7%	0.9%	-19.4%	1.1%	-13.1%	5.9%	0.0%	-5.5%	7.2%
COc1ccccc1NC(=O)N1CCn2c(nc3ccccc32)C1	6.0%	-0.9%	-7.6%	-3.2%	14.2%	-19.8%	-5.5%	0.2%	-5.1%
CC(=O)Nc1ccc(NC(=O)CNC(=O)COc2ccccc2)cc1	5.8%	-0.7%	-7.8%	4.6%	-2.5%	-0.2%	1.3%	0.0%	3.9%
CCCCCCCCCCOC(=O)NC1CCS(=O)(=O)C1 (stereo not given)	29.2%[57.1 µM]	-0.1%	-20.2%	1.1%	25.8%	1.5%	-2.8%	1.1%	6.3%[57.1 µM]
COC(=O)c1[nH]c2cc(OC)ccc2c1NC(=O)CCN1CCCC(C)(C)C1	27.7%	-3.1%	?	5.8%	22.5%	3.1%	-38.1%	-0.4%	14.3%
O=S(=O)(c1cc(F)ccc1F)N1CCC2(CC1)OCCN2S(=O)(=O)c1cccs1	2.4%	-0.4%	-3.8%	14.8%	26.0%	-3.2%	-10.7%	0.4%	2.9%
O=C(CSc1nc2ccccc2c(=O)n1CC1CCCO1)Nc1ccc(F)cc1 (stereo not given)	3.5%	2.0%	-20.2%	0.2%	0.9%	-3.3%	3.4%	-8.4%	4.2%
Cc1cccc(-c2cnn(-c3ccccc3)c2N)c1	16.9%	7.3%	-16.0%	0.0%	-16.5%	-0.5%	1.6%	-8.0%	8.9%
CC1(C(=O)NCc2ccc(Cl)c(Cl)c2)Oc2cccnc2NC1=O (stereo not given)	-17.9%[57.1 µM]	1.5%	-8.1%	21.0%	3.1%	-6.2%	-0.9%	0.3%	-11.7%[57.1 µM]
COc1cc(/C=N/NC(=O)c2ccc([N+](=O)[O-])cc2Cl)cc(Br)c1O	-18.1%	-2.3%	-20.8%	3.7%	-16.3%	-13.2%	-7.9%	-22.0%	-15.1%
CSc1ccc2nnc(-c3cccc(F)c3)n2n1	7.6%	28.7%	-12.0%	-6.9%	-14.6%	-9.6%	?	1.1%	8.9%
Nc1ccccc1Oc1ccc2ccccc2c1	17.2%	0.1%	-2.2%	6.0%	3.2%	-5.3%	-5.9%	-13.3%	-7.1%
CCC(C)(C)NC(=O)C(c1ccco1)N(C(=O)c1csnn1)c1cccc(F)c1 (stereo not given)	2.8%[57.1 µM]	-0.1%	-5.2%	7.9%	41.8%	-11.0%	0.0%	-2.0%	0.4%[57.1 µM]
CC1(C)C[C@H]2C3=CCC4[C@@]5(C)CC[C@H](O[C@@H]6O[C@H](C(=O)O)[C@@H](O)[C@H](O)[C@H]6O)[C@@](C)(CO)C5CC[C@@]4(C)[C@]3(C)C[C@H](O)[C@@]2(CO)[C@@H](O)[C@@H]1O (stereo not given in full)	-6.9%	.	-29.1%	5.7%	20.3%	-0.8%	-59.4%	-3.8%	-5.0%
CCN(c1ccccc1)S(=O)(=O)c1cccc(C(=O)NCCN2CCOCC2)c1	22.2%	-0.6%	-20.1%	2.2%	-14.0%	-1.9%	4.5%	1.5%	4.4%

The list is partial; count on the stated rates, not on these rows.
